GPR151 ag = activators of human GPR151; Q8TDV0; PathHunter beta-arrestin GPR151 cells, luminescence; activation, % at 11.2 µM; 1% of 650,000 active; AID 1508602; in the data active = activation above about 4.9%;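 note: 0% = median of compound wells and 100% = cells with positive control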
FBW7 act = activators of human E3 ligase FBW7 | 0.13% of 650,000 active | AlphaScreen FBW7–phospho-cyclin E peptide binding, activator screen | normalized activity (activation), % at 26.1 µM | AID 1259310 | Q969H0; in the data active = normalized activity above about 1.9%;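 note: purified mutant Fbw7 with reduced substrate affinity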
Target sequence (Q969H0 whole entry, looked up): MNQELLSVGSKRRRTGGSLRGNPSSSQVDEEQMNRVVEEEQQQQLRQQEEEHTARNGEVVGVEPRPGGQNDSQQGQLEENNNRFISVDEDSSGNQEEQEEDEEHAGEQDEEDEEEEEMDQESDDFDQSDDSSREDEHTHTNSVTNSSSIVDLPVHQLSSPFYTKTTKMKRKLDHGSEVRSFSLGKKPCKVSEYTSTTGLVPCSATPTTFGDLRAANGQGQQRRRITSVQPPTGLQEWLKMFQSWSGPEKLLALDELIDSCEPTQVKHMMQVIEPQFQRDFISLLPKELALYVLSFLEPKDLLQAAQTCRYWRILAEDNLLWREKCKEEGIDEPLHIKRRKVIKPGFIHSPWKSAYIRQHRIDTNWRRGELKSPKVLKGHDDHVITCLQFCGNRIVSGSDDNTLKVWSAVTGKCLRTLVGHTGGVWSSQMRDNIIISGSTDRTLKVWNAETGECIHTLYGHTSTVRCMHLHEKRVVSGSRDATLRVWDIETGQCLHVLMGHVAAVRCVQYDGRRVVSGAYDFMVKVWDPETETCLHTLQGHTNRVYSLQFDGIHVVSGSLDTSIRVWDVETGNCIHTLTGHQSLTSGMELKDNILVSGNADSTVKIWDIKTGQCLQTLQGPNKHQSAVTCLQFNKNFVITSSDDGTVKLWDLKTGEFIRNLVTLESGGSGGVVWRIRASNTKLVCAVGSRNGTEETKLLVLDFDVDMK
MITF primary = inhibitors of human MITF; O75030; AlphaScreen MITF homodimerization, bead proximity signal; inhibition, % at 2.6 µM; 0.91% of 650,000 active; in the data active = inhibition above about 50%;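 note: 0% = vehicle wells with protein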
TEAD-YAP inh = TEAD-YAP interaction inhibition. HEK-TIYL cells, TEAD-Gal4/YAP UAS-luciferase luminescence. inhibition, % at 9.12 µM. 1.4% of 640,000 active. AID 1259422; in the data active = inhibition above about 32%;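 note: 0% = median of test compound wells and 100% = reference inhibitor wells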
* marks the source's active call; other numbers are inactive results; · = not tested or not shown.

SMILES	GPR151 ag	FBW7 act	MITF primary	TEAD-YAP inh
CC(C)CN(CC(C)C)C(=O)COc1ccc(C(C)(C)C)cc1	0.3	0.1	3	-3
COc1ccc(CNC(=O)c2cnc3cc(C)ccn3c2=O)cc1	0.8	-0.2	-15	-15
CCOc1ccc(/C=C2\C(=O)NC(=O)N(c3cc(OC)c(Cl)cc3OC)C2=O)cc1	0.1	0.0	4	-2
COc1cccc2c1NC(C)(C)C=C2C	-0.6	-0.1	2	1
O=C(Nc1ccccc1[N+](=O)[O-])c1ccc(F)c(S(=O)(=O)N2CCOCC2)c1	0.0	0.0	22	-3
O=C(COC(=O)c1ccccc1N1C(=O)C2C3C=CC(C3)C2C1=O)c1ccc(Cl)cc1 (stereo not drawn)	0.2	0.1	2	3
CC(=O)Nc1cc(S(N)(=O)=O)ccc1O	0.4	0.0	24	-2
O=C(Cn1ncc2c1-c1ccccc1OC2)NC1CCCC1	0.0	-0.1	-12	12
COc1cccc(OC)c1C(=O)Nc1nnc(C(C)C)s1	0.4	0.5	1	10
COC(=O)c1cccc(S(=O)(=O)N2CCCCC2)c1	1.5	-0.2	4	7
O=P(OC1C=CS(=O)(=O)C1)(OC1C=CS(=O)(=O)C1)OC1C=CS(=O)(=O)C1 (stereo not drawn)	0.9	1.3	17	-25
O=C(CCCn1c(=S)[nH]c2cc3c(cc2c1=O)OCO3)N1CCN(c2ccccn2)CC1	-0.7	0.0	-9	-5
Cc1cccc(C)c1NC(=S)N1CCC(N(C)CC2CCCO2)CC1 (stereo not drawn)	-0.7	0.0	2	-8
CCCN1C(=O)c2ccccc2NC1c1ccc(Cl)cc1 (stereo not drawn)	-0.3	0.1	4	8
Cc1ccc([N+](=O)[O-])cc1NC(=O)c1cccc(C(=O)Nc2cc([N+](=O)[O-])ccc2C)n1	2.2	0.1	4	1
C=CCN1CCN(C(c2ccc(OC)cc2)c2nnnn2Cc2ccc(OC)cc2)CC1 (stereo not drawn)	-0.3	0.0	6	-5
Cc1cc(Cl)ccc1OCC(=O)Nc1ccc(S(=O)(=O)N2CCOCC2)cc1	1.2	-0.1	-6	4
COc1ccc(Cc2nc3c4cnn(-c5ccc(OC)cc5)c4ncn3n2)cc1	0.5	0.2	-4	-4
C=CCNc1cc(-c2ccncc2)nc(-c2cccnc2)n1	0.1	-0.1	4	3
COc1cccc(CS(=O)(=O)c2nnnn2-c2ccc(F)cc2Br)c1	-1.4	0.0	-25	·
Cc1ccc(C(=O)Nc2ccc3oc(-c4ccncc4)nc3c2)cc1C	4.9*	0.1	-2	0
Cc1ccccc1NC(=O)c1cccc2nccnc12	1.7	-0.1	23	-12
Cc1ccc(-c2cc(C(F)(F)F)n3nc(C(=O)NC4CCCC4)c(Cl)c3n2)cc1	1.9	0.1	8	7
Cc1cc(C(=O)NN2CCOCC2)c(C)o1	7.6*	0.1	8	3
COc1ccccc1NC(=O)NC1(C(=O)N2CCC(O)CC2)CCCCC1	0.3	1.1	10	16
Cc1ccc(C(=O)NNC(=O)c2ccc(N3CCCC3=O)cc2)cc1	1.1	0.1	-4	-15
Cc1ccc(Cl)cc1NC(=O)c1cc2nc(-c3ccc4c(c3)OCO4)cc(C(F)(F)F)n2n1	0.5	0.1	24	7
COCCCNc1nc2nonc2nc1N1CCCCC1CCN1CCOCC1 (stereo not drawn)	-0.4	-0.1	-2	-10
CC(=O)Oc1ccccc1C1OCCN1C(C)=O (stereo not drawn)	-1.3	-0.1	3	-5
COc1cc(Nc2nc(NCc3cccnc3)nc3nc[nH]c23)cc(OC)c1OC	0.9	0.2	15	-19
CC(C)N(CCNc1ccnc(N2CCN(c3ccccn3)CC2)n1)C(C)C	1.0	-0.2	-1	2
CCN(CC)CCCNC(=O)c1nn2c(C(F)(F)F)cc(-c3cccs3)nc2c1Br	-0.5	0.0	-6	-2
COc1ccc(C2(c3ccc(OC)cc3)NC(=O)NC2=O)cc1	0.7	-0.2	-7	6
CC(=O)Oc1ccccc1CN1C(=O)C(C)Oc2cccnc21 (stereo not drawn)	0.4	0.0	-7	-4
COC(=O)C1=C(N)Oc2c(oc(CO)cc2=O)C1c1ccc(F)cc1 (stereo not drawn)	0.4	0.0	13	1
CCOC(=O)C(C(=O)Nc1ccccc1)C1CCCCC1 (stereo not drawn)	1.7	0.2	10	1
CC1(C)Cc2nc3sc4c(=O)n(CC(=O)c5ccccc5)cnc4c3cc2CO1	-0.5	0.5	-1	-25
CCCNC(=O)C1CCCN(C(=O)c2cnn(-c3ccccc3)c2-n2cccc2)C1 (stereo not drawn)	-1.0	0.3	4	-2
CCCNC(=O)CSc1nnc(C)s1	-1.4	0.0	-4	6
Cc1cccc(CSc2n[nH]c(N)n2)c1	-0.3	0.0	15	5
COc1ccc(CCn2c(=O)c3cccnc3n(Cc3ccc(C#N)cc3)c2=O)cc1OC	-1.0	0.0	19	-5
Cc1ccccc1NS(=O)(=O)c1cc2c3c(c1)CC(=O)N3CCC2	0.7	-0.2	8	7
Cc1ccc2nc(Nc3ccc(C(=O)Nc4cccc(Cl)c4)cc3)nc(-c3ccccc3)c2c1	1.2	0.2	-6	-1
CN1CCN(c2nc3cc(F)ccc3n3ccnc23)CC1	-0.3	0.3	17	2
CCNC(=O)C(=O)N/N=C/c1ccccc1	8.2*	-0.1	-3	-2
CCOCCOC(=O)C1=C(C)NC(=O)CC1c1ccccc1[N+](=O)[O-] (stereo not drawn)	0.3	0.0	5	-6
COc1cc([N+](=O)[O-])cc2sc(NC(=O)c3ccc(S(=O)(=O)N4CCc5ccccc54)cc3)nc12	0.1	-0.1	2	-13
Cc1ccc(NC(=O)c2ccc(F)c(S(=O)(=O)N3CCN(c4ccccc4F)CC3)c2)cc1F	0.3	0.0	12	2
COC(=O)c1ccc2nc(-c3ccc(S(C)(=O)=O)cc3)cn2c1	-2.4	0.0	2	-30
O=C(Nc1ccc2oc(-c3ccc4ccccc4c3)nc2c1)c1ccc([N+](=O)[O-])cc1	-0.1	0.3	9	-28
COC(=O)CCC(=O)Nc1ccc(OC)cc1	-1.0	0.0	-5	5
CC(C)n1cnc2c(NCCN3CCOCC3)nc(N3CCOCC3)nc21	-1.6	0.1	-7	9
COc1ccc(-c2csc(NC(=O)c3cc(=O)c4ccccc4o3)n2)c(OC)c1	-1.2	0.0	13	-4
Cc1cc(C(=O)Nc2sc3c(c2C(N)=O)CCC(C)C3)ccc1[N+](=O)[O-] (stereo not drawn)	0.1	-0.1	-4	-15
COc1ccc(NC(=O)C2C3C=CC4(O3)C2C(=O)N(CCC(C)C)C4C(=O)NC2CCCC(C)C2C)cc1 (stereo not drawn)	0.3	0.1	-4	5
CCCCOc1ccc(-c2nc(C=Nc3ccc(I)cc3C)c(O)o2)cc1	-0.8	-0.2	-11	-4
CCc1ccccc1NC(=O)c1ccc(N2CCc3ccccc32)c([N+](=O)[O-])c1	-2.1	-0.6	26	2
Nc1c(C(=O)NCc2ccccc2)c2nc3ccccc3nc2n1-c1cccc(O)c1	-0.2	0.0	2	-3
Cc1ccc(S(=O)(=O)Oc2ccccc2/C=N/O)cc1	1.7	-0.1	3	-6
COC(=O)C1=C(C)N(C2CCCCC2)C(=O)/C1=C\c1ccc(N(C)C)cc1	0.6	0.0	7	5
Additional compounds.
SMILES	GPR151 ag	FBW7 act	MITF primary	TEAD-YAP inh
COC(=O)Cc1c(C)c2ccc(OCC(=O)Nc3ccc(Cl)cc3F)cc2oc1=O	-0.9	0.2	16	2
Cc1nn2c3c(cnc2c1-c1ccccc1)C(=O)CC(c1ccccc1)C3 (stereo not drawn)	0.5	-0.1	2	1
C#CCNc1ccc([N+](=O)[O-])cc1[N+](=O)[O-]	0.3	0.5	4	-4
CCOCCCNC(=O)c1ccc2c(=O)n(CC3CCCO3)c(=S)[nH]c2c1 (stereo not drawn)	0.2	0.5	10	10
CC1CN(C(=S)Nc2ccc(F)cc2F)CC(C)O1 (stereo not drawn)	1.7	-0.1	1	2
CN(Cc1n[nH]c(=O)[nH]1)Cc1c(C(=O)N(C)Cc2ccccc2)nc2ccccn12	0.9	0.0	7	5
O=C(CC1(O)C(=O)c2ccccc2C1=O)c1ccccc1	-0.7	0.1	6	5
C=CCN(CC=C)C(=S)Nc1sc(C)c(C)c1C(=O)OC	-0.8	-0.1	7	-2
COc1ccccc1C(=O)NNc1ncnc2c1cnn2C	2.6	0.1	1	2
O=C1/C(=C\c2nc3ccccc3c(=O)n2CCCO)c2ccccc2N1Cc1ccccc1	0.0	-0.1	7	4
COC(=O)c1cnc(N2CCN(c3ccccc3OC)CC2)c2ccccc12	0.4	-0.2	5	-4
CCOC(=O)c1cc2c(=O)n3ccccc3nc2n(C)c1=NC(=O)C(C)(C)Oc1ccc(Cl)cc1	-1.9	-0.1	-4	-6
CC(=O)Nc1ccc(Nc2ncnc3c2nc(-c2ccc(C(N)=O)cc2)n3C(C)C)cc1	1.2	0.0	0	-20
CN(C(=O)c1ccccc1F)C1CCS(=O)(=O)C1 (stereo not drawn)	0.8	0.0	0	-11
O=C(N/N=C/c1cc(O)ccc1[N+](=O)[O-])/C(=C/c1ccccc1)NC(=O)c1ccccc1	1.1	-0.1	-16	6
CC(=O)N(Cc1ccccc1)Cc1nc2sc(C)c(C)c2c(=O)[nH]1	0.1	-0.1	2	14
COc1cc2[nH]c(=O)n(C3CCCCC3)c(=O)c2cc1OC	1.7	-0.1	-1	3
CCCCCOc1ccccc1/C=C1/N=C(c2ccccc2F)OC1=O	-0.6	0.1	6	-6
O=C(/C=C/c1ccco1)NC(=S)Nc1cc(C(=O)O)ccc1Cl	-1.1	0.0	63*	10
O=C(NCCSc1ccccn1)c1ccc(CSc2ccc(Cl)cc2)cc1	0.8	0.0	-11	-11
COc1ccc(C(=O)/C=C/c2ccccc2)c(O)c1	-1.0	-0.1	4	-43
CC(=O)c1ccc(NC(=O)C2OC3OC(C)(C)OC3C3OC(C)(C)OC23)cc1 (stereo not drawn)	0.5	-0.1	-2	13
O=C(Cc1cccs1)OCCCN=C1NS(=O)(=O)c2ccccc21	-0.3	0.0	3	3
O=C(Nc1ccc2oc(-c3cc(Br)ccc3Cl)nc2c1)c1cccc2ccccc12	2.0	0.1	15	11
CCOC(=O)C1=C(c2ccccc2)N=c2s/c(=C\c3ccc(OC)c4ccccc34)c(=O)n2C1c1cccc(OC)c1OC (stereo not drawn)	-0.7	0.0	-1	-3
C=CCNC(=O)C1CCN(c2nnnn2-c2ccccc2)CC1	-0.4	0.0	-1	1
CCOC(=O)c1[nH]c2c(CC)cccc2c1CCN1C(=O)c2ccccc2C1=O	-0.9	0.0	-4	2
CCOC(=O)N1CCN(C(c2ccccn2)c2cc(Cl)c3cccnc3c2O)CC1 (stereo not drawn)	-1.8	0.3	53*	-5
Cc1cc(C)c(NC(=O)Cn2c(CN3CCOCC3)nc3ccccc3c2=O)c(C)c1	-0.6	0.1	8	3
CC1=C(C#Cc2ccccc2)c2ccccc2OC1(c1ccccc1)N1CCCC1 (stereo not drawn)	1.0	0.0	-1	15
CCOC(=O)CNC(=O)CSc1ncccc1-c1nc2ccccc2[nH]1	-3.2	0.4	-9	-10
Cc1nc2sc(C(=O)c3ccc(Br)cc3)c(N)c2c(C)c1C	0.2	-0.1	-10	-13
Cc1ccccc1C(=O)N1c2ccc(S(C)(=O)=O)cc2NC(=O)C1CC(C)C (stereo not drawn)	-0.8	0.2	12	0
COc1ccc(-c2noc(CN(C(=O)CN3C(=O)c4ccccc4C3=O)C(C)C)n2)cc1	-0.4	-0.1	1	-5
O=C(CN1CCN(c2ccccc2F)CC1)Nc1ccccc1Br	1.2	-0.2	-1	8
CC(C)CCCN1CCC(N2CCN(c3cnccn3)CC2)CCC1=O (stereo not drawn)	-0.6	1.1	-8	2
COc1ccc(Nc2ccc([N+](=O)[O-])cc2C#N)cc1OC	1.1	-0.3	-5	7
CCC(=O)Nc1nnc(CCc2ccccc2)s1	-0.9	0.0	4	-12
Cc1nn(C)cc1CNC(=O)c1cnn2c(C(F)(F)F)cc(-c3ccccc3)nc12	-0.2	-0.2	-4	6

Screens as filed in PubChem BioAssay.
